aSyn tox rescue: alpha-synuclein toxicity suppression in yeast; Potency, µM (highest dose often 46.1 µM), for the others: at the top dose growth rescue (activation), actives largely listed as activators; S. cerevisiae alpha-synuclein toxicity rescue, BacTiter-Glo growth, 24 h; AID 1347070; 94,000 compounds, 0.02% hits; active = well fitted activation curve with a large enough effect; note: 0% is about no effect
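Growth restoration measured by BacTiter-Glo luminescence after 24 hr at 30 deg C; alpha-synuclein yeast, raffinose-pregrown to mid-log, were added at OD600=0.02 in galactose medium onto pinned compounds.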
* marks the source's active call; other numbers are inactive results; [ ] = dose if it differs, or a comment. Potency is the fitted concentration of half-maximal effect. An excerpt; count on the stated rates, not on these rows.

SMILES | aSyn tox rescue
CCOc1cccc2cc(-c3nc4sc(C(=O)Nc5ccc(C)cc5)c(C)c4c(=O)[nH]3)c(=O)oc12 | -4%
CC(C)Oc1ccc(CNC(=O)c2cnc3sc(N4CCCC4)nn3c2=O)cc1 | 13%
Cc1ccccc1NC(=O)CSc1c(C(C)C)cnc2c1c(=O)n(C)c(=O)n2C | 10%
Cc1cccc(NC(=O)CCN2C(=O)c3ccccc3S2(=O)=O)c1C | 0%
O=C(COC(=O)CCCC1=NS(=O)(=O)c2ccccc2N1)Nc1ccc(Br)cc1 | 9%
CN1C(C(=O)Nc2cccc(O)c2)=CC(c2ccco2)=NS1(=O)=O | 2%
O=C(N/N=C\c1c(O)ccc2ccccc12)c1ccc(O)cc1 | -7%
COc1ccc(CC(=O)Nc2cc(S(=O)(=O)N3CCOCC3)ccc2N2CCOCC2)cc1 | -4%
CCOc1ccc(N2CC(NC(=O)C(=O)c3c[nH]c4ccccc34)CC2=O)cc1 (configuration not stated) | 4%
CCN(CC)c1ccc(NS(=O)(=O)c2cn(C)c(=O)n(C)c2=O)c(C)c1 | -2%
Nc1nnc(SCC(=O)Nc2cccc(F)c2)s1 | -7%
CC(=O)Nc1ccc(C(=O)Nc2cc(C(F)(F)F)ccc2-n2cnc3ccccc32)cc1 | 6%
COCCNC(=O)c1c(NC(=O)c2cc(=O)c3cc(Cl)ccc3o2)sc2c1CCCC2 | -12%
CCCCCCN1C[C@H](n2cc(COC(=O)c3ccccc3)nn2)[C@@H](O)C[C@@H]1c1ccccc1 | 0%
COc1ccc(N(C(=O)CNC(=O)c2cccs2)C(C(=O)NCC2CCCO2)c2ccccc2)cc1 (configuration not stated) | 10%
COc1ccc(CCC(=O)NCCc2csc(-c3cccc(C)c3)n2)cc1 | -1%
O=C(CCCN1C(=O)C(c2ccccc2)Oc2cccnc21)Nc1ccccc1Br (configuration not stated) | 5%
COc1cc(-c2nnc(SCC(=O)Oc3ccccc3Cl)o2)cc(OC)c1OC | 27%
CCN(Cc1ccccc1)S(=O)(=O)c1ccc(F)c(C(=O)Nc2cc(C)ccc2OC)c1 | 0%
Cc1cc(C)c(C(=O)/C=C/c2ccc3c(c2)OCO3)c(=O)[nH]1 | 1%
O=C(CCCc1ccccc1)Nc1ccc2c(c1)OCCO2 | -1%
COc1ccc(-c2nc3scc(CCNS(=O)(=O)c4ccccc4F)n3n2)cc1 | -1%
CCOC(=O)c1ccc(N2C(=O)c3n[nH]c(-c4ccco4)c3C2c2ccc(C)cc2)cc1 (configuration not stated) | 9%
COc1cccc(C2C(C(=O)Nc3ccccc3)=C(C)Nc3nnnn32)c1OC (configuration not stated) | 2%
O=c1cc(-c2ccc(C3CCCCC3)cc2)[nH][nH]1 | 4%
COc1ccc(CC(=O)NCCS(=O)(=O)N2CCN(c3ccccc3F)CC2)cc1OC | 0%
COc1cc(O)ccc1-c1nc2ccc(Br)cn2c1Nc1ccccc1C | -18%
COc1ccc(C2CC(c3ccc(C)cc3)Nc3ncnn32)cc1 (configuration not stated) | 8%
C[C@H]1CN([C@@H](C)CO)S(=O)(=O)c2ccc(Br)cc2O[C@@H]1CN(C)C(=O)Cc1ccccc1 | 3%
Cc1ccc(C2=CC(c3c(F)cccc3Cl)n3ncnc3N2)cc1C (configuration not stated) | 14%
COc1ccc(C(=O)N=c2sc3cc(Cl)ccc3n2C)cc1 | 2%
CC1=NN(c2ccccc2)C(=O)/C1=C/C=C/C=C/N(C)C | -25%
CC(=O)c1cccc(NC(=O)COC(=O)c2ccccc2C)c1 | 7%
COc1ccc(Cl)cc1NC(=O)CSc1nnc(C)n2c1cc1sccc12 | -2%
CC(C)Oc1ccc(C(=O)N(Cc2ccc(N(C)C)cc2)Cc2ccco2)cc1 | -22%
COc1ccccc1N1CCN(C(=O)c2cccc(NC3=NC4CS(=O)(=O)CC4S3)c2)CC1 (configuration not stated) | -5%
CCc1ccc(C(=O)c2cn(CC(=O)Nc3ccc(OC)cc3)c3cc4c(cc3c2=O)OCCO4)cc1 | -3%
Cc1ccc(S(=O)(=O)NCCc2nnc3ccc(SCc4ccc(F)cc4)nn23)cc1 | -4%
COc1ccc(-c2nc(SCC(=O)NC3CCCC3)c(-c3ccc(F)cc3)[nH]2)cc1 | -5%
COc1ccc(/C=N/NC(=O)c2cc(C)oc2C)cc1OC | 2%
CCOc1ccc(N2CC(NC(=O)Cc3cccs3)CC2=O)cc1 (configuration not stated) | 7%
CCC(=O)c1ccc(OCC(=O)OCC(=O)NCCC2=CCCCC2)cc1 | -31%[inhibitor]
Cc1ccc(C)c(S(=O)(=O)Nc2ccc(C(=O)N3CCOCC3)cc2)c1 | -4%
O=C(NCCSCc1cccc(Cl)c1)C1CCN(S(=O)(=O)Cc2ccccc2)CC1 | -1%
CCn1c(SC(C)C(=O)OC)nnc1-c1c[nH]c2ccccc12 (configuration not stated) | 6%
Cc1ccc(-c2[nH]c(-c3ccc(Cl)cc3)nc2SCC(=O)NCC2CCCO2)cc1 (configuration not stated) | 6%
CCCn1c(CNc2ccc(Br)cc2)nc2ccccc21 | 3%
Cc1sc2ncnc(NCC(O)c3ccc([N+](=O)[O-])cc3)c2c1C (configuration not stated) | 9%
COc1ccc(-c2noc(CN(C(=O)c3ccccc3Cl)C(C)C)n2)cc1 | -4%
Cc1ccc2[nH]cc(/C=C/c3cc[n+](C)cc3)c2c1 | 0%

(list continues)
SMILES | aSyn tox rescue
O=C(O)c1ccc(N2C(=O)CC(SC(=NCc3ccc4c(c3)OCO4)Nc3ccc(F)cc3)C2=O)cc1 (configuration not stated) | -15%
Cc1cccc(C)c1NC(=O)Cn1cc(S(=O)(=O)Cc2ccc(F)cc2)c2ccccc21 | -8%
CCOC(=O)c1c(C)nc(C)c(C(=O)OCC)c1-c1ccc(Br)cc1 | 7%
O=C(Nc1nnc(S(=O)(=O)Nc2ccccc2)s1)C1CCCCC1 | 4%
Cc1oc(C(C)(C)C)cc1C(=O)NCc1ccc2c(c1)OCO2 | 0%
Cc1ccc(NC(=O)c2cn3c4c(ccc(Cl)c4c2=O)OC(C)C3)c(C)c1 (configuration not stated) | -4%
Cc1cccc(Nc2c3c(nc4nncn24)CCC3)c1 | 2%
OC(c1ccccc1)c1nccc2ccccc12 (configuration not stated) | -9%
CCCN(CCC)CC(O)Cn1cc(/C=C/C(=O)c2ccc(Br)cc2)c2ccccc21 (configuration not stated) | -13%
COc1ccc(-c2cn[nH]c2-c2ccc(OCc3ccc(F)cc3)cc2O)cc1OC | 7%

Ordered by heavy-atom count (lowest first): three of the compounds above
SMILES | aSyn tox rescue
Nc1nnc(SCC(=O)Nc2cccc(F)c2)s1 | -7%
COc1cc(O)ccc1-c1nc2ccc(Br)cn2c1Nc1ccccc1C | -18%
COc1ccc(-c2cn[nH]c2-c2ccc(OCc3ccc(F)cc3)cc2O)cc1OC | 7%

(cont.)
SMILES | aSyn tox rescue
O=C(/C=C/c1cccc(Cl)c1)OCC(=O)c1ccc[nH]1 | 7%
CC(=O)N1CCN(C(=O)/C(C#N)=C/c2ccc3c(c2)OCO3)CC1 | -2%
CCCOc1ccc(N2C(=O)CC(N(Cc3ccco3)C(=O)CC)C2=O)cc1 (configuration not stated) | 1%
Cc1cc(F)ccc1S(=O)(=O)Nc1ncnc2sc3c(c12)CCC3 | 2%
COc1ccc(NC(=O)C2=C(C)Nc3nc(CCCO)nn3C2c2ccc(O)cc2)cc1 (configuration not stated) | 4%
CC(=O)Nc1ccc(/C(C)=N/NC(=O)c2ccc(COc3ccccc3Cl)o2)cc1 | 6%
Cc1c(-c2ccccc2)[n+](=O)c(-c2ccc(Cl)cc2)c(C)n1[O-] | 11%
CCC(C(=O)Nc1c(C)cc(C)cc1C)n1c(=O)c(-c2ccccc2NC(C)=O)nc2ccccc21 (configuration not stated) | -5%
CCCCn1c(N)c(N(Cc2ccccc2OC)C(=O)c2ccc([N+](=O)[O-])s2)c(=O)[nH]c1=O | 3%
CC(C(=O)NCCS(=O)(=O)c1ccc(Cl)cc1)S(=O)(=O)c1ccc(Cl)cc1 (configuration not stated) | -6%
O=C(Nc1cccc(Cl)c1)c1cncn1-c1ccc(F)cc1 | 5%
Cc1cc(C)cc(NC(=O)N2CCN3CCCCC3C2)c1 (configuration not stated) | 0%
COc1ccccc1OCCn1c(COc2cc(C)ccc2C)nc2ccccc21 | -6%
CCOc1ccccc1NC(=O)C1CCN(S(C)(=O)=O)CC1 | -14%
CC(C)CCOc1ccc(C(=O)NCC(c2cccs2)N2CCOCC2)cc1 (configuration not stated) | 13%
CCOc1ccc(C2CC(=O)NC(NC(=O)c3ccc(C)cc3)=N2)cc1 (configuration not stated) | 3%
Cc1cc(C)cc(N(C)S(=O)(=O)c2nnc(NC(=O)COc3ccc(C)c(C)c3)s2)c1 | -4%
O=C(O)c1cc(S(=O)(=O)Nc2cccc(Oc3ccccc3)c2)ccc1Br | 1%
CCC(=O)N1CCc2cc(Br)cc(S(=O)(=O)N3CCCC(C(=O)Nc4ccc(C(C)C)cc4)C3)c21 (configuration not stated) | -10%
COc1ccc(/C=N/NC(=S)Nc2cc(C(F)(F)F)ccc2Cl)cc1 | -11%
CCOc1ccc(CCNC(=O)c2[nH]c3cc(OC)ccc3c2Sc2ccccc2)cc1OCC | 1%
O=C1N/C(=N\N=C\c2ccco2)SC1Cc1ccccc1[N+](=O)[O-] (configuration not stated) | -1%
Cc1ccc(C)c(CN2CCC(CNC(=O)Nc3ccc(C)c(C)c3)CC2)c1 | -2%
CCCC1=Nc2cc(C(=O)NCc3ccccc3)ccc2Sc2ccccc21 | 3%
O=C(CCN1C(=O)C2CCCCC2C1=O)Nc1ccc(F)c(F)c1F (configuration not stated) | 3%
CC(C)C(=O)OCc1cc(=O)n2nc(C3CCCCC3)sc2n1 | 2%
Fc1ccccc1-c1csc(-c2cccnc2)n1 | -7%
O=S(=O)(c1cccs1)N1CN(C2CCCCC2)c2nc3ccccc3nc21 | -1%
N#CC(=Cc1cccs1)c1nc(-c2ccc(Cl)cc2)cs1 | -1%
O=S(=O)(c1ccc(Cl)cc1)N1CCN(c2nc(C(F)(F)F)nc3ccccc23)CC1 | 7%

Structural class: the compounds so far containing two or more sulfur atoms (twelve)
SMILES | aSyn tox rescue
Nc1nnc(SCC(=O)Nc2cccc(F)c2)s1 | -7%
COc1ccc(-c2nc3scc(CCNS(=O)(=O)c4ccccc4F)n3n2)cc1 | -1%
COc1ccc(Cl)cc1NC(=O)CSc1nnc(C)n2c1cc1sccc12 | -2%
COc1ccccc1N1CCN(C(=O)c2cccc(NC3=NC4CS(=O)(=O)CC4S3)c2)CC1 (configuration not stated) | -5%
Cc1ccc(S(=O)(=O)NCCc2nnc3ccc(SCc4ccc(F)cc4)nn23)cc1 | -4%
O=C(NCCSCc1cccc(Cl)c1)C1CCN(S(=O)(=O)Cc2ccccc2)CC1 | -1%
O=C(Nc1nnc(S(=O)(=O)Nc2ccccc2)s1)C1CCCCC1 | 4%
Cc1cc(F)ccc1S(=O)(=O)Nc1ncnc2sc3c(c12)CCC3 | 2%
CC(C(=O)NCCS(=O)(=O)c1ccc(Cl)cc1)S(=O)(=O)c1ccc(Cl)cc1 (configuration not stated) | -6%
Cc1cc(C)cc(N(C)S(=O)(=O)c2nnc(NC(=O)COc3ccc(C)c(C)c3)s2)c1 | -4%
O=S(=O)(c1cccs1)N1CN(C2CCCCC2)c2nc3ccccc3nc21 | -1%
N#CC(=Cc1cccs1)c1nc(-c2ccc(Cl)cc2)cs1 | -1%

Additional structures follow:
SMILES | aSyn tox rescue
O=C(O)c1ccc(-n2nnc3ccccc32)c([N+](=O)[O-])c1 | 8%
CC(NC(=O)C(NC(=O)C(Cc1c[nH]c2ccccc12)NC(=O)OC(C)(C)C)C(C)C)C(N)=O (configuration not stated) | 2%
O=C(CN1C(=O)CC(c2ccccc2)S(=O)(=O)c2ccccc21)N1CCCCC1 (configuration not stated) | -8%
CC(C)Sc1ncc(Cl)c(C(=O)Nc2ccc(S(=O)(=O)N(C)c3ccccc3)cc2)n1 | 9%
Cc1ccc(NC(=O)c2cnn(-c3ccc(C)c(C)c3)c2C2CCN(C(=O)OC(C)(C)C)CC2)c(C)c1 | 2%
O=C(Cc1ccsc1)NNC(=O)c1ccccc1O | 4%
O=C1CSC2(C(=O)N(Cc3ccccc3F)c3ccccc32)N1c1cccc(C(F)(F)F)c1 (configuration not stated) | 5%
COc1ccc(-n2cc(-c3ccccc3)c3c(NC4CCCC4)ncnc32)cc1 | -10%
Cc1[nH]n2c(=O)c3c(nc2c1-c1ccc(F)cc1)CCCC3 | -8%
CC(C)c1cc(C(=O)NC2CCCCCC2)c2ccccc2n1 | -6%
O=C(COc1ccccc1)NCC(c1ccc(Cl)cc1)N1CCCCC1 (configuration not stated) | 4%
CCC(=O)N1CCc2cc(S(=O)(=O)NC(CC(C)C)C(=O)Nc3cccc(C)c3C)ccc21 (configuration not stated) | -6%
COc1ccccc1-c1cc2nc(C)c(CCC(=O)NCc3ccc(F)cc3)c(C)n2n1 | 2%
CN(C(=O)CCNC(=O)Cn1cnc2ccccc2c1=O)c1ccccc1F | -3%
O=C(Cn1ncc2c3ccccc3n(Cc3ccccc3)c2c1=O)NC1CCCCCC1 | -4%
Cc1ccc2nc3c(cc(C(=O)NCC4CCCO4)c(=N)n3C(C)C)c(=O)n2c1 (configuration not stated) | -7%
Cc1ccc(-c2nn3c(-c4ccc(C)cc4)nnc3c3ccccc23)cc1 | 5%
CCc1ccc(S(=O)(=O)c2cn(C)c3cc(N4CCN(CC)CC4)c(F)cc3c2=O)cc1 | 5%
Cc1ccc(Cl)cc1NC(=O)NC1COc2ccccc2C1 (configuration not stated) | 0%
COc1ccc(C2/C(=C(/O)c3ccc(F)cc3)C(=O)C(=O)N2CCCN(C)C)cc1 (configuration not stated) | -10%

Assay outcomes: PubChem BioAssay, National Center for Advancing Translational Sciences (NCATS)
